# mcGAS MS inh: mouse cGAS inhibition by mass spec | 0.18% of 130,000 active | recombinant mouse cGAS, cGAMP by RapidFire MS | inhibition, % at 12.5 µM | Q8C6L5;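 active = inhibition of cGAS enzyme activity at or above 60%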;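 also: enzyme stimulated by 45 bp dsDNA with ATP and GTP substrates; cGAMP share of summed cGAMP plus half ATP and half GTP signals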
# Target sequence (Q8C6L5 whole entry, looked up): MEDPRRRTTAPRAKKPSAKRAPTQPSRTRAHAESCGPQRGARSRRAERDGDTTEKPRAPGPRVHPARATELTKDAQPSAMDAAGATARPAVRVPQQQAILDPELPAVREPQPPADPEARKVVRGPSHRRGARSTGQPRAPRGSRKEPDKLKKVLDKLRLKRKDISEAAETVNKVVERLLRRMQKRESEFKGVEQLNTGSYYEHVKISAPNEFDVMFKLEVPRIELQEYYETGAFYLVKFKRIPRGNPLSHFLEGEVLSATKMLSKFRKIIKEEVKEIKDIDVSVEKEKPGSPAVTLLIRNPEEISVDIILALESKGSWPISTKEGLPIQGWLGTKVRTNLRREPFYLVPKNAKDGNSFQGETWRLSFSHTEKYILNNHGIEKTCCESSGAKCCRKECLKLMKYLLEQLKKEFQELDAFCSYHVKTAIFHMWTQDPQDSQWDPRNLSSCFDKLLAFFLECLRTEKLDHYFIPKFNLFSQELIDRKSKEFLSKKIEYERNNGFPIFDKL
# Starred values were filed as active, the others as inactive; & = joins results of further samples.
SMILES,mcGAS MS inh
CC(=O)N1N=C(c2cccs2)OC1C(=O)NN(C)c1ccccc1 (centres undefined),-6
COc1ccc(-c2cn3c4ccccc4n(C)c3n2)cc1,4
c1cnc(NC2CCN(Cc3cc4n(n3)CCNC4)CC2)nc1,-13
BrC12CC3CC(C1)C(=NNc1nn[nH]n1)C(C3)C2,3
CCCN(CC(=O)N1CCn2cccc2C1c1cccc(F)c1)C(=O)Nc1ccc([N+](=O)[O-])cc1 (centres undefined),0
CC(C)Cn1nc(C(=O)O)c2c1CCC(N1CCOc3ccccc3C1)C2 (centres undefined),-3
O=C(/C=C/c1ccc2c(c1)CCO2)N1CCN(c2ncccn2)CC1,-5
O=C(O)c1csc(Br)c1Br,-3

# Next part
SMILES,mcGAS MS inh
COc1ccnc(N(C)CC(=O)Nc2cccc(F)c2)n1,-30
COC(=O)[C@H](Cc1ccc([N+](=O)[O-])cc1)NC(=O)c1cccc2ccccc12,-7
CCCc1cc(=O)n2[nH]c(COC)c(-c3ccc(OC)cc3)c2n1,1
C/C=C(\C)CN1CCN(C)CC1,-5
CC(C)CCCC1CN(C(=O)c2ccc(CN(C)C)o2)CCO1 (centres undefined),-13
CCn1cc(CN2CCC(N3CCCC(C(=O)N4CCCC4)C3)CC2)cn1 (centres undefined),-29
CCCOc1ccc(Oc2cc(C)nc(SC)n2)nn1,3
Cc1nc([C@@H](N)c2ccccc2Cl)n(-c2ccc(F)cc2)n1,-16

# (more compounds)
SMILES,mcGAS MS inh
CCc1ccccc1N=C1S/C(=C/c2ccc([N+](=O)[O-])cc2)C(O)=C1C(=O)OC,-5
Cc1cnn(-c2nc(-c3ccco3)cc(C(F)(F)F)n2)c1,-10
COc1ccc(C(=O)N(Cc2cccc(C)c2)[C@@H]2CCCCC2NC(=O)[C@H]2CCCN2)cc1 (some centres undefined),-7
CC(C)n1cc(CN(Cc2ccccc2)Cc2nccs2)cn1,-13
CC(C#N)c1cccc(C(=O)N2CCOC(COCc3c(Cl)cccc3Cl)C2)c1 (centres undefined),-3
CCN(Cc1ccncc1)C1CCCN(C(=O)C(C)(C)c2ccccc2)C1 (centres undefined),-5
O=S1(=O)CCN=C2SC=C(c3cccc4ccccc34)N21,-6
O=C(O)c1ccccc1-c1c(-c2ccccc2)ncn1CC1CCCO1 (centres undefined),-10

# Next part
SMILES,mcGAS MS inh
c1cncc(-c2cccc(-c3ccn[nH]3)c2)c1,-11
N#CC(C(=O)C1COCCO1)c1nc2cc(C(F)(F)F)ccc2s1 (centres undefined),12
Nc1nc(Cl)cc(Nc2cccc(COC3CCCCC3)c2)n1,0
CCCOc1ccc(CNC(CC)CO)cc1Cl (centres undefined),-10
O=C1C(Cl)=C(N2CCCC2)C(=O)N1c1ccc(F)cc1,9
Cc1cc(COC(=O)C2=NN(c3ccc(C)c(Cl)c3)C(=O)CC2)on1,0
CCOC(=O)c1c(NC(=O)Cc2ccc(Cl)cc2)sc(C(=O)Nc2ccccc2F)c1C,-17
Cc1ncc(CO)c(CN2CCCCC2c2ccc(F)cc2)c1O (centres undefined),-22

# Next records
SMILES,mcGAS MS inh
Cc1cccc(OCCNC(=O)CN2C(=O)NC3(CCCCCCC3)C2=O)c1,-6
C=CCc1c(C)nc(SC)[nH]c1=O,-9
COCCn1cc(NC(=O)Nc2c(C)cccc2C)c2ccccc21,-10
CCCN1CC2=C(C1=O)C(c1ccc(OCC)cc1)NC(=O)N2 (centres undefined),-3
O=C1Cc2cc(NC(=O)c3c(F)cccc3Cl)ccc2N1,-5
CC(C)c1cc(C(=O)N(C)C2CCCCC2S(C)(=O)=O)n[nH]1 (centres undefined),-10
CC(C)CC1CC(C)(c2csc(NNC(=O)c3ccccc3)n2)OC1=O (centres undefined),-7
Cc1cc(Br)ccc1Nc1ncnc2c1nnn2C,-11

# Carrying on.
SMILES,mcGAS MS inh
C=CCN(C(=O)c1cccc(OC)c1)c1nc2ccccc2s1,1
Cc1cccc(N2CCn3c2nc2c3c(=O)n(CCCO)c(=O)n2C)c1C,5
Cn1nccc1C(=O)NC1CCCc2c1cnn2-c1ccc(F)cc1F (centres undefined),-2
Oc1ccc(C(F)(F)F)cc1,20
O=C(O)CC(S)C(=O)O (centres undefined),30
CN(Cc1nc2ccc(F)cc2[nH]1)C(=O)/C=C/c1ccccc1,-7
O=C(NC1CCCC1n1ccnc1)c1cccc(Br)c1 (centres undefined),-2
O=C(Cn1cnc2c(Cl)cc(Cl)cc2c1=O)NC1CCCCC1,-7

# Additional records
SMILES,mcGAS MS inh
O=C(CCSCc1ccccn1)NCc1ccc(Br)s1,8
CC(C)NC(=O)N1CCCC(Cn2cc(-c3ccc(F)cc3)nn2)C1 (centres undefined),4
COc1ccc2[nH]c(CNCc3cccnc3N3CCOCC3)c(C)c2c1,3
CCc1ccc(CN(C)Cc2cnc3c(-c4ccccc4)cnn3c2)nc1,-17
Cc1cccnc1CN(C)c1nc(C2CCCC2)nc2c1cnn2C,-9
Cc1ccc(CN2CCC2(C)C(=O)Nc2ccc(C)c(O)c2)cc1 (centres undefined),-4
O=S1(=O)CCC(Nc2ncnc3sc4c(c23)CCCC4)C1 (centres undefined),-10
CC1(C(=O)NS(=O)(=O)c2cccc(Cl)c2)CCN1C(=O)c1cccc2ccccc12 (centres undefined),-3

# Filtered by structure: the compounds so far with a Cl atom (10)
SMILES,mcGAS MS inh
Cc1nc([C@@H](N)c2ccccc2Cl)n(-c2ccc(F)cc2)n1,-16
CC(C#N)c1cccc(C(=O)N2CCOC(COCc3c(Cl)cccc3Cl)C2)c1 (centres undefined),-3
Nc1nc(Cl)cc(Nc2cccc(COC3CCCCC3)c2)n1,0
CCCOc1ccc(CNC(CC)CO)cc1Cl (centres undefined),-10
O=C1C(Cl)=C(N2CCCC2)C(=O)N1c1ccc(F)cc1,9
Cc1cc(COC(=O)C2=NN(c3ccc(C)c(Cl)c3)C(=O)CC2)on1,0
CCOC(=O)c1c(NC(=O)Cc2ccc(Cl)cc2)sc(C(=O)Nc2ccccc2F)c1C,-17
O=C1Cc2cc(NC(=O)c3c(F)cccc3Cl)ccc2N1,-5
O=C(Cn1cnc2c(Cl)cc(Cl)cc2c1=O)NC1CCCCC1,-7
CC1(C(=O)NS(=O)(=O)c2cccc(Cl)c2)CCN1C(=O)c1cccc2ccccc12 (centres undefined),-3

# Going on with the list:
SMILES,mcGAS MS inh
COc1cc(OC)c2cc(C(=O)Nc3cccc(C)c3)[nH]c2c1OC,-5
CCOc1ccc(CC(CNS(=O)(=O)CC)C(N)=O)cc1 (centres undefined),-37
CC1CCCCC1OCCNC(=O)N1CCc2sccc2C1C (centres undefined),-68
O=C(O)c1cccc(-c2csc(/C=C/c3cccnc3)n2)c1,-20
CC(NC(=O)C1CCCO1)c1ccccc1Br (centres undefined),-10
COc1cc(/C=C2N=C(/C=C/c3cccc(Cl)c3Cl)OC\2=O)cc(OC)c1OC,-27
CC1CCCC(NC(=O)C(C)n2ccnc2-c2ccccc2)C1 (centres undefined),-10
CN(C)c1cccc(C(=O)N2CCCC(CCC(=O)N3CCN(c4ccccn4)CC3)C2)c1 (centres undefined),-2

# Continued.
SMILES,mcGAS MS inh
COC(=O)c1cc(OC)c(OC)cc1NC(=O)c1ccoc1C,0
N=C(N)S/C=C\C(=O)O,7
NS(=O)(=O)c1ccc(CNC2CC(=O)N(c3ccc(F)cc3)C2=O)cc1 (centres undefined),-4
CN1CCN(c2ccc(-c3ccccc3)nn2)CC1C(=O)O (centres undefined),0
COC(=O)c1ccccc1OC1OC(CO)C(O)C(O)C1NC(C)=O (centres undefined),-1
CCC#CCn1nc(C2CCNCC2)n(Cc2ccccc2)c1=O,-21
Cn1c(=O)c2c([nH]c(=O)n2C)n(Cc2ccccc2)c1=O,-2
Fc1ccccc1-c1nccn1Cc1ccccc1-n1ccnc1,-4

# Following part.
SMILES,mcGAS MS inh
CN1CCC(C2(O)c3ccccc3CCc3ccccc32)CC1,-8
CCOC(=O)N1CCC(N2CC(=O)N3CC[C@@H](O)C[C@H]3C2=O)CC1,-1
O=C(Nc1nc(-c2cccs2)cs1)C1CSCCS1 (centres undefined),-3
NC1CCN(c2ccccc2C(=O)N2CCN(c3ccc(Cl)cc3)CC2)CC1,-4
CC(C)CCn1c(CNC(=O)C2CC3(CCNCC3)CN2)nc2cccnc21 (centres undefined),-8
CC(N)=C(C#N)C(=O)COC(=O)C12CC3CC(CC(Br)(C3)C1)C2,-14
COc1cc(C)c(Cl)cc1S(=O)(=O)NCc1cccs1,-6
Cc1sc2ccccc2c1S(=O)(=O)NC(C(N)=O)C(C)C (centres undefined),-1

# Carrying on:
SMILES,mcGAS MS inh
CN1CCN(CC(=O)N2c3ccccc3C(=O)Nc3cccnc32)CC1,-4&-4
CC(CS(=O)(=O)N(C)C(C)CC#N)c1ccccc1 (centres undefined),6
Cc1nn(C)c(C)c1CCC(=O)N1CCCC(Nc2ccc(C(C)C)cc2)C1 (centres undefined),-3&4
CN[C@H]1[C@@H](O)[C@H](O[C@H]2[C@@H](O)[C@@H](OC3OC(CN)=CCC3N)[C@H](N)C[C@@H]2N)OC[C@@]1(C)O (some centres undefined),3
Cc1cc(NC(=O)Cn2ncnc2-c2cccc(C#N)c2)n(C)n1,-4
c1ccc2c(c1)CCN2CCNC1CCCNC1 (centres undefined),-7
CC(C)n1ccnc1CN(C)Cc1cnn(-c2ccc(F)cc2)c1,-7
CCC1(C)NC(=O)N(CC(=O)NC(c2ccccc2)c2ccccc2)C1=O (centres undefined),-5

# (further entries)
SMILES,mcGAS MS inh
CCC(C)NC(=O)Cn1nnc(-c2ccc(F)cc2)n1 (centres undefined),-14
NC(=O)C1CCN(c2ncnc3nc[nH]c23)CC1,-3
CC(C)CCN(CCC(C)C)C(=O)c1ccc2c(c1)C(=O)NC2=O,-14
Cc1ccc(CC(C)NS(=O)(=O)C2CCOCC2)s1 (centres undefined),2
CCOC(=O)c1cc2cc(C(=O)O)ccc2[nH]1,-8
CN(C(=O)CSc1ccc(S(=O)(=O)N2CCOCC2)cn1)C1CCCCC1,-3
Nc1ccc2c(c1)OC1(CCCC1)O2,-6
COc1ccc(/C=C/c2nc3ccccc3n2C(F)F)cc1O,-2

# More entries:
SMILES,mcGAS MS inh
COc1cccc(CN2CCCC(O)(CNC3CCCCC3)C2=O)c1 (centres undefined),-4
O=C1NC(c2ccccc2)=C(c2ccc3ccccc3n2)C(c2ccncc2)N1 (centres undefined),-2
C=CCC1(CC=C)CCCN1Cc1cn[nH]c1-c1cc(OC)c(OC)c(OC)c1,-5
CCCOC1CCCN(C(=O)c2cc(Cn3nc(C)cc3C)[nH]n2)C1 (centres undefined),3
Oc1ccc(C=NN2CCCCC2)c(O)c1,-17
COCc1cc(C(=O)N2Cc3ccccc3N(C)CC2C)no1 (centres undefined),-5
COc1ccc(OC2CCN(C3CCCC3)CC2)c(C(=O)N2CCNC(=O)CC2)c1,-5
CCc1cnc(C)nc1NC(CN(C)C)c1ccccc1 (centres undefined),-5

# Pulled by compound from the entries so far (2):
SMILES,mcGAS MS inh
C=CCC1(CC=C)CCCN1Cc1cn[nH]c1-c1cc(OC)c(OC)c(OC)c1,-5
CCc1cnc(C)nc1NC(CN(C)C)c1ccccc1 (centres undefined),-5

# Next section
SMILES,mcGAS MS inh
CC(CN(C)C)C(=O)c1ccsc1 (centres undefined),-3
O=C1CNC(=O)N1Cc1nc(CCc2ccccc2)n[nH]1,-12
COc1ccc2c(c1)C(=O)N(C)C1(CCN(CC3CC3)CC1)N2,-3
C=CCOc1ccc(C(=O)Nc2ncn[nH]2)cc1,-2
COc1ccc(CCNC(=O)NCc2c(C)n[nH]c2C)c(Cl)c1,-6
O=C(Cc1csc(-c2ccsc2)n1)NCc1ccccc1,1
CC(C)C(C)NC(=O)Cn1nnc(-c2cccc(F)c2)n1 (centres undefined),-6
O=C(Nc1ncc([N+](=O)[O-])s1)c1ccc(=O)n(Cc2cccc(C(F)(F)F)c2)c1,-1

# (further entries)
SMILES,mcGAS MS inh
O=C(C=CNCCNC=CC(=O)C(F)(F)F)C(F)(F)F,0
O=S(=O)(N1CCCCC1)N1CCc2sccc2C1c1ccccc1 (centres undefined),6
COc1ccccc1NC(=O)c1sc2nc3n(c(=O)c2c1C)CCC3,-7
Cc1cc(F)c(C(=O)NCCSCC(C)(C)O)cc1F,-10
CN1C(=O)c2cc(NS(=O)(=O)CBr)ccc2Oc2ccccc21,-13
CC(=O)NC(C)(C(=O)OCc1cc(Cl)c2nccn2c1)C1CC1 (centres undefined),0
CCC(=O)c1ccc(OCC(=O)Nc2ccc(C(=O)N3CCCC3)cc2)cc1,11
CN(Cc1cccnc1)CC1CCN(CCc2ccc(Cl)cc2)CC1,-13

# More compounds
SMILES,mcGAS MS inh
CCOC(=O)CC1CCCCN1C(=O)Nc1ccccc1F (centres undefined),-17
CC(=O)N1CCN(c2cc(CNc3ccccn3)ccn2)CC1,-6
CN(C)c1nc2c(c(N(C)Cc3cc(-c4cccs4)n[nH]3)n1)CCNC2,-7
CCOC(=O)c1nn(-c2ccc(C)cc2)c(=O)cc1NCc1ccc(F)cc1,-16
CC1CCN(C(=O)Nc2ccc(S(N)(=O)=O)cc2)CC1,-4
CCn1nc(C)c(CNC(=O)c2cc(COc3cccc(C(F)(F)F)c3)on2)c1C,-14&-7
COc1ccc(-c2noc(CNCc3csc(C)n3)n2)cc1,-7
N#CCCC(C#N)CN1CCC(c2ccc(F)cc2)C1 (centres undefined),5

# The results go on.
SMILES,mcGAS MS inh
CC(C)Nc1nc2n(c(=O)n1)CCN2C(C)C,-33
CCOC(=O)CCNC(=O)N1CCCC(C(=O)c2cc(C)c(OC)c(C)c2)C1 (centres undefined),-8
O=C(c1ccc(N2CCCS2(=O)=O)cc1)N1CCN(S(=O)(=O)c2ccccc2)CC1,0
CC(COc1ccccc1)NCc1noc(C2CCCC2)n1 (centres undefined),-12
O=C1CNC(=O)N1CCSC1CCCC1,-24
Cc1noc(C)c1CN1CCN2C(C(=O)NCCCN(C)C)=COC2=NC1=O,-10
CCOc1ccc(C2CC(=O)Nc3snc(C)c32)cn1 (centres undefined),-1
CCC(=O)C1=C(c2ccc(Br)cc2)N(C(=O)CC)n2c(C)nnc2S1,-4
CN1CCN(c2ncnc3ccc(-c4ccccc4CO)cc23)CC1,-14
Nc1ncnc(Oc2cccc3cccnc23)c1[N+](=O)[O-],-4

# Compound activity (PubChem BioAssay)

# Not all compounds are listed; count on the stated rates, not on these rows.
